KDM4E inh: JMJD2E (human) inhibition. B2RXH2. JMJD2E catalytic domain, FDH-coupled NADH fluorescence (FDH is formaldehyde dehydrogenase). Potency, µM (titrated, usually from 57.1 µM), for the others: top-dose activity change, negative = inhibition, actives largely listed as inhibitors. 230,000 compounds, 1.6% hits; active = well fitted inhibition curve with a large enough effect, not every such curve was filed as active; inconclusive = small, poorly fitted or top-dose-only effect, or another doubt; inactive = no such curve, though single readings can be large or run the other way;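 note: 0% = wells with enzyme and -100% = buffer wells without enzyme; nearly all actives have a fitted effect of over 50% in size; many of its hits are not listed in these tables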
Target sequence (B2RXH2 1-337 limits assumed): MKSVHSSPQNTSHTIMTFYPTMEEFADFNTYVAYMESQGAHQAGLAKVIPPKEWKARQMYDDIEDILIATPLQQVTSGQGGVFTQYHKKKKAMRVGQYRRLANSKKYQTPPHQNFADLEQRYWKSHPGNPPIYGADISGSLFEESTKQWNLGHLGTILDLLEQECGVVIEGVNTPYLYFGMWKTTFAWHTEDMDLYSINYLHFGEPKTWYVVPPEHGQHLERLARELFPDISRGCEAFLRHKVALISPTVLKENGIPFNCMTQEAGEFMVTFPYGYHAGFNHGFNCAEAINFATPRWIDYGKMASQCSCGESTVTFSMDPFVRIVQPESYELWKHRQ
GoLoco inh red: RGS12 GoLoco-Gai1 interaction inhibition | Gai1:RGS12 GoLoco peptide FP, rhodamine, 10 min | Potency, µM (top dose mostly 61.6 µM), inactives show top-dose activity, negative = inhibition, usual class: inhibitors | 230,000 compounds, 0.44% hits | AID 880; active = well fitted inhibition curve with a large enough effect, not every such curve was filed as active; inactive = no such curve, though single readings can be large or run the other way; note: nearly all actives have a fitted effect of over 30% in size; many of its hits are not listed in these tables
TexasRed fluor: Texas Red fluorescence interference in TRb-SRC2 counter-screen. TRb/SRC2 Texas Red total fluorescence interference. Potency, µM (highest dose often 106 µM), for the others: at the highest dose fluorescence change, negative = quenching. 280,000 compounds, 0.29% hits. AID 1479; active = well fitted curve in either direction with a large enough effect; inconclusive = small, poorly fitted or top-dose-only effect
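Human TRβ ligand-binding domain (0.6 uM) and Texas Red SRC2 peptide (20 nM) in Tris buffer with 1 uM T3 and 5% DMSO were incubated with pinned compound for 5 hr at ambient temperature. Total fluorescence was computed as S + 2P (555/632 nm).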
Tau fibril FP: tau fibrillization inhibition (FP); 280,000 compounds, 0.39% hits; Potency, µM (top dose mostly 57.7 µM), for inactives: at the top dose activity, negative = inhibition, usual class: inhibitors; K18 P301L tau heparin fibrillization, Alexa594 FP, 6 h; AID 1468; note: nearly all actives have a fitted effect of over 55% in size
Target sequence (P10636 561-689 P618L limits assumed): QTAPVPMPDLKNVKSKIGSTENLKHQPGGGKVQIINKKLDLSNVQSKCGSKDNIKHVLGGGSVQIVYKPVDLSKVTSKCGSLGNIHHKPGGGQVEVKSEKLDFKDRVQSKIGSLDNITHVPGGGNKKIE
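Heparin (20 uM) drove fibril formation of recombinant tau K18 P301L, 15 uM unlabeled with 0.24 uM Alexa 594 label, for 6 hr at 37 C in 100 mM sodium acetate pH 7. Fluorescence polarization (555/632 nm) read 1 hr after 30 uM ThT.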
TRb SRC2 PPI: TRbeta-SRC2 interaction inhibition | AID 1469 | Potency, µM (doses to about 106 µM), for inactives: top-dose activity change, negative = inhibition, hits mostly inhibitors | TRbeta-SRC2 peptide binding, fluorescence polarization; receptor liganded with 1 µM T3 | 280,000 compounds, 0.065% hits | P10828;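 note: plate controls were bound peptide for no effect and peptide without receptor for full effect; nearly all actives have a fitted effect of over 50% in size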
Target sequence (P10828 whole entry, looked up): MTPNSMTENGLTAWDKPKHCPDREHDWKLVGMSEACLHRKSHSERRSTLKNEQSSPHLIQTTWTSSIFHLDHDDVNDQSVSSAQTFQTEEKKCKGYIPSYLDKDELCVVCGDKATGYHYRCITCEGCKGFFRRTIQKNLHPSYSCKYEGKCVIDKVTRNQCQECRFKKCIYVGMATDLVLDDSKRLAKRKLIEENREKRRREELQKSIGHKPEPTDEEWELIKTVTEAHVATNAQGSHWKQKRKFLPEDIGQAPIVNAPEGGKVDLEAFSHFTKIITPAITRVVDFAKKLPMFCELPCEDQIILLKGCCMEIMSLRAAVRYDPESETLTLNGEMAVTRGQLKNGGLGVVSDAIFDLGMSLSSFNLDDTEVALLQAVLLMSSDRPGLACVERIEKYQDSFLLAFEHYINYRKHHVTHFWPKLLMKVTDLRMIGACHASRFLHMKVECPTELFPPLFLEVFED
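Each compound concentration gave % activity, normalized to unbound and bound Texas Red SRC2 controls, from polarization read after 5 hr ambient incubation with T3-loaded human TRb LBD.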
Tau fibril ThT: inhibitors of human tau fibril formation, thioflavin T binding. P10636. recombinant tau K18 P301L, heparin-induced fibrillization, ThT fluorescence. Potency, µM (titrated, usually from 57.4 µM), without a hit: top-dose activity, negative = inhibition, actives largely listed as inhibitors. 270,000 compounds, 2.1% hits. AID 1460; note: nearly all actives have a fitted effect of over 55% in size
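Fibril formation assay: tau K18 P301L at 15 uM with trace Alexa 594 label, heparin inducer 20 uM, pH 7 sodium acetate buffer, 37 C for 6 hr; endpoint ThT signal.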
L3MBTL1 inh: L3MBTL1 (human) inhibition | Q9Y468 | Potency, µM (titrated, usually from 57.1 µM), for inactives: at the top dose activity, negative = inhibition, usual class: inhibitors | 230,000 compounds, 0.66% hits | AlphaScreen L3MBTL1–H3K9me1 peptide binding; note: nearly all actives have a fitted effect of over 60% in size
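AlphaScreen proximity signal between nickel-chelate acceptor and streptavidin donor beads (final 10 ug/mL) reports binding of 50 nM L3MBTL1 to 75 nM biotin-H3 K9me1 peptide; complex incubated with compounds 30 min at room temperature; cefsulodin titration as control.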
RECQ1 helicase: RECQ1 (human) helicase inhibition; P46063; RECQ1 DNA unwinding, red fluorescence kinetic read; Potency, µM (series often up to 57.3 µM), without a hit: top-dose activity, negative = inhibition, usual class: inhibitors; 240,000 compounds, 0.54% hits;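 note: plate controls were vehicle for no effect and no enzyme for full effect; nearly all actives have a fitted effect of over 30% in size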
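50 nM RECQ1T1 preincubated 15 min with compound in Tris pH 8.0 buffer with MgCl2, DTT, Tween-20 and 2.5 ug/ml poly(dI-dC); started with 200 nM TAMRA/BHQ-2 forked duplex and 2 mM ATP. Unwinding read as fluorescence (525/598 nm), two reads 2 h apart.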
Starred values were filed as active, the others as inactive; i = inactive; ? = inconclusive; / = no result given; & = joins results of further samples; [ ] = remark or other dose. Unless noted, calls come from the whole dose curve; as a rule, active = well fitted curve in the direction sought with a large enough effect; inconclusive = small, poorly fitted or top-dose-only effect, or another doubt; inactive = no such curve, though single readings can be large; an effect the other way counts as inactive or inconclusive. Unless noted, % is set by controls: 0 for no effect and ±100 for the full control effect; potency is the fitted concentration of half-maximal effect. Not all compounds are listed. The share of hits here may be higher or lower than overall.

SMILES | KDM4E inh | GoLoco inh red | TexasRed fluor | Tau fibril FP | TRb SRC2 PPI | Tau fibril ThT | L3MBTL1 inh | RECQ1 helicase
COc1ccc(NC(=O)CCS(=O)(=O)c2ccc3c(c2)n(C)c(=O)c(=O)n3C)cc1Cl | / | / | 1% | -1% | 2% | -4% | / | /
OCCSc1ncnc2c1oc1ccccc12 | 4% | 7% | -2% | -1% | -30% | 0% | -10% | 4%
FC(F)(F)c1cccc(Nc2nc3nonc3nc2Nc2ccc(Cl)cc2)c1 | / | / | -2% | ? | 4% | ? | / | /
N#C/C(=N\Nc1cccc(C(F)(F)F)c1)C(=O)c1csc(-c2cccnc2)n1 | -7% | -10% | -6% | 10% | 8% | 4.5µM* | ? | 7%
O=C(CNc1cccc(Cl)c1)NNC(=S)NCc1ccccc1 | -4% | 15% | 1% | -7% | 1% | -15% | -16% | i
O=C(c1cc2sccc2n1Cc1ccc(F)cc1)N1CCCc2ccccc21 | -22% | 14% | -2% | -4% | -3% | -6% | 8% | 1%
COc1ccccc1N(Cc1cc(=O)[nH]c2ccccc12)C(=O)c1ccccc1 | -5% | 1% | -2% | -3% | 0% | 8% | 3% | 14%
CCN(CC)S(=O)(=O)c1ccc2c(c1)N(CC(=O)N1CCN(c3cc(Cl)ccc3C)CC1)C(=O)CO2 | / | / | -1% | -5% | 1% | -2% | / | /
O=C(c1ccccc1NS(=O)(=O)c1ccc(F)cc1)N1CCCC1 | 12% | 5% | 0% | -1% | -7% | -9% | / | -3%
CCOC(=O)c1cc(-c2ccc(C)cc2)n(CCC(=O)NCCN(C)C)c1C | 0% | 7% | -11% | 5% | 4% | -2% | -12% | i
CC(=O)c1cc(-c2ccccc2)n(CC(=O)N2CCC(C)CC2)c1C | 11% | 3% | -3% | 4% | -4% | -1% | 20%[11.4 µM] | 1%
O=C(Nc1ccc(Oc2ccc(S(=O)(=O)N3CCOCC3)cn2)cc1)c1ccco1 | -3% | 0% | -1% | 5% | -10% | -6% | -8% | i
Cc1cc2occ(CC(=O)NC3CCCc4ccccc43)c2cc1C (stereo unspecified) | -11% | 0% | -1% | 4% | 6% | -3% | 5% | -13%
CC1=NN(C(C#N)c2cccc([N+](=O)[O-])c2)C(C)(C)C1 (stereo unspecified) | ? | -100% | 0% | 2% | -4% | -5% | -2% | -3%
Cc1ccc(CNC(=O)CCCCn2c(=O)c3ccccc3n(Cc3ccc(C)cc3)c2=O)cc1 | / | / | 1% | 6% | -1% | 5% | / | /
C/C(=C\c1ccc(C(=O)O)cc1)c1ccc2c(c1)C(C)(C)CCC2(C)C | ? | 7%&8%&4%&2%&5% | -1% | 3%&0%&7%&4%&-1% | 3% | -10%&-6%&-3%&-11%&3% | -2% | -6%&-2%&3%&-12%
COc1ccc(OC)c(NC(=O)c2cccc(S(=O)(=O)N(Cc3ccccc3)c3ccccc3OC)c2)c1 | ? | -4% | 1% | 4% | -1% | -8% | -9% | -10%
CC(=O)Nc1ccc(/C=N/Nc2nc3ccccc3s2)cc1 | -15% | 5% | -23% | -9% | 6% | ? | 0% | -9%
CC(C)c1nc2ccc(C(=O)NC(C)c3ccccc3)cc2o1 (stereo unspecified) | / | / | -1% | -5% | 9% | 7% | / | /
Cc1cccc(NC(=O)CC2CCC2)c1 | 3% | 13% | 0% | -3% | -12% | -2% | -2% | -7%
O=C(Nc1ncn[nH]1)c1ccc(S(=O)(=O)N2CCOCC2)cc1 | -2% | -16% | -5% | -4% | 0% | -1% | 0% | -1%
Nc1nc(CN2CCC(Cc3ccccc3)CC2)nc(Nc2ccccc2)n1 | -1% | -6% | -4% | 4% | 4% | 0% | / | i
CC(C)C(c1nnnn1C1CCCC1)N(C)C1CCCCC1 (stereo unspecified) | -2% | 10% | -1% | 4% | 2% | -14% | / | i
COc1ccc(-c2nc3n(c(=O)c2C#N)CCS3)cc1OC | ? | 10% | -5% | 2% | -2% | -4% | 9% | -14%
CSc1ccccc1C(=O)NCc1ccccc1 | 1% | 6% | 0% | -6% | 4% | 2% | 1% | i
O=[N+]([O-])c1ccc(-n2nnnc2-c2ccccc2)cc1 | 8% | 8% | -3% | 10% | -1% | -5% | / | i
Cc1nnc(SCc2cn3ccsc3n2)n(N)c1=O | -10% | -9% | -2% | 0% | -2% | -3% | 7% | 6%
c1ccc(C(c2nnnn2Cc2ccco2)N2CCN(c3nc4ccccc4s3)CC2)cc1 (stereo unspecified) | -4% | 36%[activator] | 0% | -3% | 12% | -2% | -2%[11.4 µM] | 6%
O=C(NCc1ccco1)c1cc(-c2ccco2)on1 | -8% | 1% | -1% | -13% | -6% | -6% | -1% | 0%
COc1ccccc1N(CC(=O)N/N=C/c1ccccc1C(=O)O)S(C)(=O)=O | 6% | 6% | 1% | -6% | -3% | -2% | 3% | -8%
COC(=O)C1(NC(=O)NC23CC4CC(CC(C4)C2)C3)CCCCC1 | -8% | -7% | -1% | -1% | 3% | 4% | ? | i
O=C(CN(Cc1ccccc1Cl)C(=O)Cn1nnc(-c2cccs2)n1)NCC1CCCO1 (stereo unspecified) | 5% | -7% | 0% | -4% | -10% | -3% | -1% | i
COC(=O)c1c(CSc2ccc(C)c(C)c2)noc1C(=O)NCc1ccc(OC)cc1 | -5% | 2% | 0% | 5% | -1% | -14% | 11% | i
COc1ccc(C(=O)OCC(N)=O)cc1[N+](=O)[O-] | 5% | 14% | 3% | 9% | -5% | 5% | 6% | i
COc1cc2oc(=O)cc(-c3ccc(-c4ccc(O)cc4)cc3)c2c(OC)c1OC | / | -19% | 1% | ? | 5% | ? | -9% | i
Cc1cc(=O)oc2ccc(OCC(=O)N3CCC(C)CC3)cc12 | ? | 2% | 0% | 1% | -9% | -1% | 11% | -4%
COc1cc(C2NC(=O)NC(O)(C(F)(F)F)C2C(=O)c2ccc(Cl)cc2)ccc1O (stereo unspecified) | -5% | -6% | 1% | -3% | -6% | -8% | 3% | -10%
CCOc1ccc(C(C)C)cc1S(=O)(=O)Nc1cccc(-c2ccc(N3CCOCC3)nn2)c1 | / | / | 2% | -6% | 7% | 17% | / | /
CCOC(=O)CCN1C(=O)[C@H]2[C@H]3[C@H](O)[C@H](O)C/C(=N/OC[C@@H](O)COCc4ccco4)[C@H]3CC[C@@H]2C1=O | / | / | -21%[11.2 µM] | 0%[11.6 µM] | 3%[11.2 µM] | 2%[11.5 µM] | / | i[11.5 µM]
CC(=O)C1=C(C)NC(SCC(N)=O)=C(C#N)C1CC(C)C (stereo unspecified) | 7% | 7% | -1% | -4% | 0% | 0% | / | -7%
Cc1cc(=O)c2ccccc2n1Cc1ccccc1 | -3% | 14% | -1% | -6% | -6% | -9% | 7% | 20%
CCCCNC(=O)C1CC(=O)N(C2CCCC2)C1 (stereo unspecified) | 4% | 3% | -2% | 3% | -5% | -12% | / | -15%

Some of the entries so far, as comma-separated lines:
SMILES,KDM4E inh,GoLoco inh red,TexasRed fluor,Tau fibril FP,TRb SRC2 PPI,Tau fibril ThT,L3MBTL1 inh,RECQ1 helicase
CCOc1ccc(C(C)C)cc1S(=O)(=O)Nc1cccc(-c2ccc(N3CCOCC3)nn2)c1,/,/,2%,-6%,7%,17%,/,/
CSc1ccccc1C(=O)NCc1ccccc1,1%,6%,0%,-6%,4%,2%,1%,i
CCOC(=O)CCN1C(=O)[C@H]2[C@H]3[C@H](O)[C@H](O)C/C(=N/OC[C@@H](O)COCc4ccco4)[C@H]3CC[C@@H]2C1=O,/,/,-21%[11.2 µM],0%[11.6 µM],3%[11.2 µM],2%[11.5 µM],/,i[11.5 µM]
COC(=O)c1c(CSc2ccc(C)c(C)c2)noc1C(=O)NCc1ccc(OC)cc1,-5%,2%,0%,5%,-1%,-14%,11%,i
COc1ccccc1N(CC(=O)N/N=C/c1ccccc1C(=O)O)S(C)(=O)=O,6%,6%,1%,-6%,-3%,-2%,3%,-8%
COc1cc(C2NC(=O)NC(O)(C(F)(F)F)C2C(=O)c2ccc(Cl)cc2)ccc1O (stereo unspecified),-5%,-6%,1%,-3%,-6%,-8%,3%,-10%
